Hsp70 activator: Hsp70 transcriptional activators, primary screen, cell-based, HeLa, Hsp70 promoter luciferase, luminescence, 10 µM; HeLa Hsp70 promoter luciferase reporter; scaled: vehicle 0, proteasome-inhibitor control 100%; activation, % at 10 µM; hit rate 0.04% among 200,000;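 active means activation above the mean across all tested compounds plus 3 SD, cutoff set per campaign, cut at about 5.5% in these data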;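 further: 100% = MG132 at 30 µM as the positive control and 0% = DMSO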
FLuc inhib CS: firefly luciferase enzyme inhibitors, primary screen, artefact control for luciferase-based inhibitor screens, biochemical, luminescence, ATPLite. Luciferin 4-monooxygenase (Photinus pyralis), P08659. 10 min. inhibition, % at 10 µM. hit rate 1.5% among 200,000. AID 1006, 2008;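 active means inhibition above about 50% when tested at 10 µM, limit read from the data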
Target sequence (P08659 whole entry, looked up): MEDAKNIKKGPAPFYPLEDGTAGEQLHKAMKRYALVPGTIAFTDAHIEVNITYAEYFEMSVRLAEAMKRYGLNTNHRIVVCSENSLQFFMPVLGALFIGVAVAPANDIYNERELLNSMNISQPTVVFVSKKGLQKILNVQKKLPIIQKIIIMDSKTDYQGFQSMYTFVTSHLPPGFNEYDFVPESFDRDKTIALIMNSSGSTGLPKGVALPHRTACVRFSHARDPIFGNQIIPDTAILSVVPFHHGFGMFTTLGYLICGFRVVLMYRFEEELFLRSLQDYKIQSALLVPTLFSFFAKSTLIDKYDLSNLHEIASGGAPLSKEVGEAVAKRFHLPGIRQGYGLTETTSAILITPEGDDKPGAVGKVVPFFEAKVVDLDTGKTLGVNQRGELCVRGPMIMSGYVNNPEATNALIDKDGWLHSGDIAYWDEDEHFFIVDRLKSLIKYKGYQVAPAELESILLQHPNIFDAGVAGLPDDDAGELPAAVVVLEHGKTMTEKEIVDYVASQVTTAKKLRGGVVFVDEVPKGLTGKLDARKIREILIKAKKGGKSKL
FLuc act counter: FLuc activators, initial screening, artefact control for FLuc-dependent activation tests, biochemical, ATPlite luminescence; ATPlite luciferase biochemical, 10 min; 0 = ATP-free wells, 1 = DMSO control; activation factor at 10 µM; 200,000 tested, under 10 active;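 active means luciferase activation factor, scaled between plate controls, of at least 2 with compound at 10 µM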
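System: cell-free luciferase reagent; medium: PBS as buffer for the ATP substrate; doses: test compounds dosed from 2 mM stocks in 100% DMSO; incubation: 10 min, room temperature; measured by: luminescence from luciferase reaction; read-out: luciferase activation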
Redox H2O2 prof: compounds producing H2O2 with reducing agent – biochemical, NIH compound library profiling, artefact control for MLSCN library redox annotation, primary screen | DTT-dependent redox cycling H2O2, phenol red/HRP absorbance; 100% = 100 µM peroxide control, 0% = buffer | activation, % at 10 µM | hit rate 0.03% among 200,000 | AID 878, 2007;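 active means activation of at least 50% relative to the plate's high and low controls in the primary single-dose screen; inactive means activation below 50%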;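 further: compound incubated with DTT at 0.8 mM final as the reducing agent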
STAT1 activator: STAT1 signaling activators, primary screen, cell-based, HTS, luciferase reporter; NIH 3T3 STAT1-luciferase reporter, IFN-gamma, luminescence; 100% = IFN-gamma alone, no compound; AID 932, 2007; activation (% of control), % at 5.5 µM; hit rate 2.6% among 200,000;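 active means activation above the screen-wide mean activation plus 3 SD, cut at about 130% in these data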;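 further: raw ratio to IFN-gamma control signal so 100% means no change and 0% no light; values of inactives mirror those of a sister screen read the other way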
G6PDH CS: L. mesenteroides G6PDH inhibitors, counter-screen for G6PDH-coupled screening assays, biochemical, Leuconostoc mesenteroides enzyme; Purified L. mesenteroides G6PDH, diaphorase/resazurin coupled fluorescence, 45 min; AID 1020, 2008; glucose-6-phosphate dehydrogenase [Leuconostoc mesenteroides]; hit rate 0.12% among 200,000; inhibition, % at 5 µM; in the data active means inhibition above about 50%
HMGR II inh: inhibitors of E. faecalis class II HMGR, primary screen, biochemical, Enterococcus faecalis; purified E. faecalis HMGR, NADPH absorbance 340 nm kinetic; inhibition, % at 10 µM; hit rate 0.41% among 190,000;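 active means inhibition above a set limit, the median over all tested compounds plus 3 SD, cut at about 9.5% in these data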;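 further: enzyme runs in reverse so mevalonate oxidation gives rising NADPH absorbance; 0% = complete reaction with DMSO and 100% = background rate lacking mevalonate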
APP 5'UTR act: activators of APP 5'UTR luciferase reporter, primary screen, SH-SY5Y cells | SH-SY5Y APP 5'UTR luciferase reporter, luminescence; zero percent = DMSO vehicle wells | activation, % at 2 µM | hit rate 1% among 190,000 | AID 1276, 2008;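 active means activation above a set limit, based on mean plus 3 SD of controls, cut at about 140% in these data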; further: values of inactives mirror those of a sister screen read the other way
NF-kB expr up: activators of NF-kB expression in neurons, primary screen, cell-based, HTS; human neuronal cells, NF-kB reporter expression; hits give high values; fold change at 12.5 µM; hit rate 1.6% among 190,000; AID 1239, 2008; in the data active means fold change above about 3.3
APP 5UTR inh: inhibitors of APP translation via 5'UTR reporter, primary screen, APP 5'UTR luciferase, SH-SY5Y cells. SH-SY5Y APP 5'UTR-luciferase reporter, luminescence. inhibition, % at 2 µM. hit rate 0.82% among 190,000;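 active means inhibition above a set limit, derived from the sample mean plus 3 SD, cut at about 45% in these data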; further: values of inactives mirror those of a sister screen read the other way
The depositor's hits bear a star; . = no result given.

structure,Hsp70 activator,FLuc inhib CS,FLuc act counter,Redox H2O2 prof,STAT1 activator,G6PDH CS,HMGR II inh,APP 5'UTR act,NF-kB expr up,APP 5UTR inh
O=C(COC(=O)C1CC(=O)N(Cc2ccco2)C1)c1ccc(OC(=O)c2ccccc2)cc1 (configuration not stated),0.1,3,1,-0.8,110,-2,-1,16,1.4,-16
CSc1cccc(NC(=O)CN(C)S(=O)(=O)c2ccc(F)cc2)c1,-0.2,-6,1.1,1.8,105,7,3,-11,1.3,11
COc1ccc(-c2cc(C(=O)NCCN3CCOCC3)c3ccccc3n2)cc1,-0.3,10,0.9,1.7,104,5,4,9,1.1,-9
Cc1ccc(CN(C)CCc2ccccn2)cc1,-0.2,-7,1.1,3.5,103,3,-5,2,1.3,-2
CCOc1ccc(N(CC(=O)OC)S(=O)(=O)c2ccc3c(c2)n(C)c(=O)c(=O)n3C)cc1,-0.2,-4,1,-2.1,97,8,-2,-4,0.96,4
Cc1scc(C(=O)NNC(=O)CCC(=O)O)c1C,-0.1,-6,1.1,-1.2,99,11,0,-5,1.1,5
Cc1[nH]c2ccccc2c1Cc1n[nH]c(=S)n1C,-0.1,4,1,0.7,106,4,-4,10,1.2,-10
CC(C1CC1)N(Cc1ccccc1)C(=S)Nc1cccc(C(F)(F)F)c1 (configuration not stated),-0.2,1,1,0.1,89,-2,2,2,0.92,-2
O=C(Cc1cccs1)NCCN1CCOCC1,-0.3,1,1,-0.3,93,9,-9,-7,1.2,7
COc1ccc(CCNC2CC(=O)N(CCc3ccccc3)C2=O)cc1OC (configuration not stated),-0.3,-7,1.1,-1.1,88,0,.,5,.,-4
O=C(COc1ccc2ccccc2c1)Nc1ccc(Cc2ccncc2)cc1,-0.2,-6,1.1,-3.7,100,10,-3,-22,0.95,22
COc1cc(/C=N/Nc2nc3ccccc3[nH]2)ccc1O,-0.2,55*,0.5,0.8,114,-16,-4,17,2.2,-17

A second format for three compounds above:
O=C(COC(=O)C1CC(=O)N(Cc2ccco2)C1)c1ccc(OC(=O)c2ccccc2)cc1 (configuration not stated)
  Hsp70 activator = 0.1
  FLuc inhib CS = 3
  FLuc act counter = 1
  Redox H2O2 prof = -0.8
  STAT1 activator = 110
  G6PDH CS = -2
  HMGR II inh = -1
  APP 5'UTR act = 16
  NF-kB expr up = 1.4
  APP 5UTR inh = -16

COc1ccc(-c2cc(C(=O)NCCN3CCOCC3)c3ccccc3n2)cc1
  Hsp70 activator = -0.3
  FLuc inhib CS = 10
  FLuc act counter = 0.9
  Redox H2O2 prof = 1.7
  STAT1 activator = 104
  G6PDH CS = 5
  HMGR II inh = 4
  APP 5'UTR act = 9
  NF-kB expr up = 1.1
  APP 5UTR inh = -9

CC(C1CC1)N(Cc1ccccc1)C(=S)Nc1cccc(C(F)(F)F)c1 (configuration not stated)
  Hsp70 activator = -0.2
  FLuc inhib CS = 1
  FLuc act counter = 1
  Redox H2O2 prof = 0.1
  STAT1 activator = 89
  G6PDH CS = -2
  HMGR II inh = 2
  APP 5'UTR act = 2
  NF-kB expr up = 0.92
  APP 5UTR inh = -2

Next compounds:
structure,Hsp70 activator,FLuc inhib CS,FLuc act counter,Redox H2O2 prof,STAT1 activator,G6PDH CS,HMGR II inh,APP 5'UTR act,NF-kB expr up,APP 5UTR inh
CCCC[C@@H]1CNC(=S)N1CCc1cccc(F)c1,0.0,-8,1.1,0.2,100,4,-11,10,1.1,-10
CCCn1c(SCC(=O)NCc2ccccc2)nnc1-c1ccncc1,-0.5,-4,1,0.3,101,4,-2,.,0.92,.
CC(C)(C)c1ccccc1NC(=S)NC1CCCCC1,0.0,-5,1.1,-0.1,87,12,-1,23,1.1,-23
Cc1nnc(SCC(=O)N(C)c2ccccc2)n1Cc1ccccc1,-0.2,-2,1,-1.3,101,7,2,10,1.2,-10
O=C(NCc1ccccc1)C(c1cccnc1)N(Cc1ccco1)C(=O)c1ccccn1 (configuration not stated),-0.3,-7,1.1,0.3,107,2,-2,7,1.1,-7
Cc1ccc(/C=N\Nc2cn[nH]c(=O)c2Cl)cc1,-0.1,3,1,0.1,115,11,-2,9,1.7,-9
Cc1cc(=O)[nH]c2c3ccccc3nn12,-0.2,-2,1,-0.4,98,2,3,14,1,-14
Cc1c(C(=O)NN2CCN(C)CC2)cccc1[N+](=O)[O-],-0.2,-12,1.1,-1.7,104,6,-2,8,1,-8
Cc1cc(C)n(C(=O)CCCCCC(=O)n2nc(C)cc2C)n1,-0.2,-3,1,3.7,102,7,-2,-3,1.2,3
COCCNC(=O)c1ccc2c(=O)n(Cc3ccco3)c(SCC(=O)NC3CCCC3)nc2c1,0.0,-3,1,7.0,95,6,-3,.,0.64,.
Cc1ccc2cccc(OC(=O)/C=C\c3ccccc3)c2n1,0.0,-9,1.1,-0.7,100,51*,0,-13,1.5,12
CN(C)S(=O)(=O)Oc1ccsc1C(=O)Nc1ccc(Cl)c(Cl)c1,-0.1,4,1,1.7,97,4,-4,-8,0.98,8
Cc1ccc(CN(C(=O)c2c(F)cccc2F)C2CC(C)(C)NC(C)(C)C2)o1,-0.4,-8,1.1,-0.1,94,13,1,26,0.94,-26
COCC(C)NC(=O)c1ccc(N(C)C)cc1 (configuration not stated),-0.2,-5,1.1,-2.8,101,7,-6,-2,1.2,2
CN1C(=O)c2ccccc2OC1(C)Cc1ccccc1 (configuration not stated),0.0,-5,1.1,-0.2,97,9,-9,-7,1.1,7
c1ccc(CSc2ncnc3c2cnn3Cc2ccccc2)cc1,0.3,1,1,0.1,103,7,-6,-6,1.1,6
COc1ccc(CSc2nnc(C)n2N)cc1,0.0,-6,1.1,3.8,102,4,-4,-11,1.1,11
CC(=O)N1CCN(Cc2nc3scc(-c4ccccc4)c3c(=O)[nH]2)CC1,-0.3,-6,1.1,0.1,97,5,1,3,1.1,-4
c1ccc2nc(-c3nccs3)ccc2c1,0.3,24,0.8,0.0,131*,2,4,39,1.2,-39
CCOc1ccccc1CSc1nc2ccccc2[nH]1,-0.3,2,1,0.5,96,2,5,18,1.2,-18
CN1C(=O)SC(Nc2ccccc2C(=O)O)C1=O (configuration not stated),-0.1,-1,1,0.4,98,12,2,8,1.4,-8
Cc1ccc2oc(=O)n(CCCOc3ccccc3)c2c1,-0.1,-6,1.1,1.9,122,2,-1,30,2.5,-30
C/C(CC(=O)Nc1ccc(N(C)C)cc1)=N\NC(=O)C(=O)NCc1ccccc1,0.0,16,0.8,0.5,103,-4,-5,11,0.99,-11
O=C(CCSc1ccc(Cl)cc1)NC1CCCCC1,0.0,1,1,1.5,106,10,-3,17,1.3,-17
Cc1csc(NC(=O)C2CCCN(S(=O)(=O)c3ccc(Br)s3)C2)n1 (configuration not stated),-0.2,-3,1,0.1,96,2,-5,-17,0.91,17
COc1cccc(CNC(=O)c2nnn(CC(=O)Nc3ccc4c(c3)OCO4)c2N)c1,-0.3,-3,1,-1.1,97,8,2,-4,1.2,4
Cc1ccc(/C=C/S(=O)(=O)N2CCC(C(=O)O)CC2)cc1,-0.3,-2,1,-3.0,97,2,2,-6,1,6
CC(C)n1c(O)c(N=Nc2ccc(Cl)nn2)c2ccccc21,0.0,-3,1,1.4,102,-6,-4,6,0.88,-6
Cc1nc(C)c2c(c1C(F)(F)F)-c1ccccc1C2(F)F,-0.1,3,1,1.6,90,-5,-3,16,1.2,-16
CCn1c(CNC(=O)c2cccs2)nnc1SCC(=O)NCCc1ccccc1,-0.6,-6,1.1,2.3,101,-8,-1,0,1.8,0
Cn1c(=O)oc2cc(S(=O)(=O)NCCC(=O)NC3CCCC3)ccc21,-0.1,3,1,0.7,104,1,-2,18,1,-18
c1ccc(-c2nc(Sc3ncnc4c3cnn4-c3ccccc3)n[nH]2)cc1,0.1,0,1,-0.4,104,1,-4,-2,1,2
NNC(=O)c1csc(-c2cccc(C(F)(F)F)c2)n1,-0.4,-5,1,-0.1,105,3,-7,-2,1.1,2
CC(=O)N1CCN(c2ccccc2NC(=O)COc2cc(C)ccc2C(C)C)CC1,0.1,-9,1.1,3.0,102,-26,0,-11,0.49,11
CCOC(=O)c1sc(NC(=O)CCN2C(=O)c3ccccc3C2=O)c(C(=O)OCC)c1C,-0.2,-2,1,-0.1,102,10,-6,5,1.2,-5
CCCCCC(=O)NNC1=NCC(Cc2ccccc2)S1 (configuration not stated),-0.1,4,1,-0.4,100,5,-2,-8,1.4,8
COc1ccc(-c2nnc(SCC(=O)N3CCc4ccccc4C3)o2)cc1,0.5,-1,1,1.5,87,2,-2,28,1,-28
COC(=O)c1ccc(C(=O)OC)c(NC(=S)N2CCCC(C)C2)c1 (configuration not stated),-0.3,-7,1.1,-0.4,104,4,0,-11,1.1,11
COc1ccc(CN2CCC(N(CCc3ccccc3)Cc3ccccc3)CC2)c(OC)c1,0.0,0,1,-0.8,90,7,0,-10,0.65,10
CCOC(=O)c1ccc(N=c2sc(C(=O)OC)cc(=O)n2-c2ccc(C(=O)OCC)cc2)cc1,0.1,-11,1.1,1.6,110,17,4,23,2.6,-23
CCCC1C(C#N)=C(N)Oc2n[nH]c(C(C)(C)C)c21 (configuration not stated),-0.2,-1,1,-2.6,94,-3,2,-24,0.83,24
Cc1cccc(C)c1NC(=O)C1=C(O)c2sccc2N(C)S1(=O)=O,0.1,-1,1,-0.1,100,3,3,-6,1.2,6
COc1ccc(C=Nc2cccc3c(=O)[nH][nH]c(=O)c23)c2ccccc12,-0.5,-9,1.1,0.1,102,8,-3,14,1.1,-14
O=C(NCc1ccncc1)C(=O)NCC(c1ccco1)N1CCN(c2ccc(F)cc2)CC1 (configuration not stated),-0.6,4,1,0.0,92,30,2,-1,1.1,1
COCCOC(=O)C1=C(C)NC(=O)NC1c1ccc(Cl)cc1 (configuration not stated),-0.1,-7,1.1,-0.7,95,-1,-1,-12,1.1,12
Cc1cc2oc(C(=O)Nc3c(C)n(C)n(-c4ccccc4)c3=O)c(C)c2cc1Cl,0.0,-6,1.1,0.0,103,-2,-2,8,1.1,-8
O=C1c2ccccc2-c2nccnc21,-0.2,3,1,-0.8,107,10,0,-1,1.6,1
COc1ccccc1Nc1ncnc2nc[nH]c12,-0.5,-4,1,0.1,98,2,-5,.,1,.
Cc1nn(CC(=O)Nc2nc3ccccc3s2)c(C)c1[N+](=O)[O-],-0.1,-2,1,-3.2,100,7,-1,11,0.94,-11
CCCOc1ccc(C2NC(=S)NC(c3ccccc3)=C2C(=O)Nc2ccc(C)cc2)cc1OC (configuration not stated),-0.3,1,1,-0.4,84,15,-10,0,1.1,0
CN(Cc1ccccc1)c1nc(N)c([N+](=O)[O-])c(NCc2ccccc2)n1,-0.2,-4,1,0.9,99,-24,-5,-2,0.94,2
CCSc1cc(N2CCCC2)nc(-c2ccc(C)cc2)n1,-0.4,-6,1.1,0.1,99,2,1,-11,1.3,11
COc1ccc(Nc2ccc(C(N)=O)cc2[N+](=O)[O-])cc1,-0.3,-3,1,0.0,96,0,-1,-5,1.1,5
COC(=O)NNC(=O)C1CCC(C(=O)NNC(=O)OC)CC1 (configuration not stated),-0.1,-3,1,0.2,113,-6,3,8,1.2,-8
